From PubChem
CSN inh – CSN deneddylation inhibition; Q92905; Purified CSN, SCF-Nedd8-OG deneddylation, fluorescence polarization; inhibition, % at 12.5 µM; 0.38% of 360,000 active; AID 651999;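 active = pattern-corrected inhibition above about 35%, with an unprinted fluorescence ratio check between 0.5 and 1.5, limit read from the data, passing the limit was not always enough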;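 note: 0% = enzyme with substrate and 100% = substrate without enzyme; some results filed as inactive read as strong as hits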
Target sequence (Q92905 whole entry, looked up, one chain of several): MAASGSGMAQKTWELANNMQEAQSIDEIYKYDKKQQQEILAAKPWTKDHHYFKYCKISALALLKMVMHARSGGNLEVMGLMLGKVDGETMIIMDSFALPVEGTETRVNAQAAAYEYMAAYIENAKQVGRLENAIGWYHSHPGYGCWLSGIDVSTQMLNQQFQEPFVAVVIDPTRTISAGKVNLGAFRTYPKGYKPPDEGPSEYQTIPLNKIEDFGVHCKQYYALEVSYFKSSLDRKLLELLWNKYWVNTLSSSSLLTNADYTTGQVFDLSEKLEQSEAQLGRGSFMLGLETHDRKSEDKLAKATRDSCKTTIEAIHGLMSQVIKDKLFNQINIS
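Assay system: purified human Csn5 enzyme expressed in HEK293T cells; Input: 0.24 nM Csn5 enzyme, final concentration; Reagent: 10 nM SCFSkp2-Nedd8OG; Compound dosing: 12.5 µM single point; Times: reaction 90 min, room temperature; Technique: fluorescence polarization readout.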
SKN-1 block – inhibitors of C. elegans SKN-1; inhibition, % at 21.8 µM; 0.49% of 360,000 active; C. elegans VP596 Pgst-4::GFP/RFP ratio, acrylamide-induced, 24 h; AID 624304;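 active = interference check ratio from 0.5 to 1.5 plus GFP to RFP signal ratio inhibition reaching or exceeding a fixed threshold, cut at about 30% in these data, passing the limit was not always enough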; note: some compounds called inactive have numbers as strong as hits
MT1-MMP act inh – inhibitors of human MT1-MMP activation; P50281; HT1080 RFP-PRO-GFP cells, GFP/RFP ratio fluorescence, overnight; percent of plate control window, DMSO zero; GFP/RFP ratio change, % at 20 µM; 0.061% of 360,000 active; AID 651647;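 active = GFP/RFP ratio change of at least 30% with cell ATP level not reduced by more than half and red fluorescence within 50% of control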; note: strong numbers were not always called active
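Assay system: HT1080 RFP-PRO-GFP cells | Dosing: 20 µM single dose, 1% DMSO | Incubation: Cells overnight before dosing, compound overnight, 37 °C, 5% CO2 | Evaluation: GFP/RFP fluorescence ratio | Control set: DMSO-only wells and HT1080 RFP-L50D-GFP cell wells as references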
NadD inh – inhibitors of Staphylococcus aureus NadD. purified NadD enzyme, colorimetric absorbance read-out. inhibition, % at 20 µM. 0.78% of 360,000 active; in the data active = inhibition above about 26%; note: some compounds past the cut are filed as inactive
MLLE-PAM2 inh – inhibitors of microRNA-mediated deadenylation, human PABP1 MLLE binding | P11940 | GST-MLLE / FITC-PAM2 fluorescence polarization | inhibition, % at 20 µM | 0.36% of 360,000 active; in the data active = inhibition above about 35%, passing the limit was not always enough;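 note: plate controls were DMSO wells with GST-MLLE for no effect and wells lacking GST-MLLE protein for full effect; some results filed as inactive read as strong as hits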
Neddylation inh – cullin neddylation inhibition; AID 651699; TR-FRET cullin neddylation, biochemical; 0.58% of 360,000 active; P61081+Q13564; calls only at 25 µM; in the data active = inhibition above about 36%
FAS-TE inh – inhibitors of human fatty acid synthase thioesterase domain; recombinant FAS-TE, OMFH fluorogenic substrate, fluorescence endpoint; 0.67% of 360,000 active; AID 602261; inhibition, % at 15 µM; P49327;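 active = compounds whose normalised, plate-corrected inhibition of enzyme fluorescence in the single-dose primary screen is 50% or more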;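 note: 0% = DMSO with enzyme and 100% = substrate without enzyme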
Rin1-Abl PPI inh – inhibitors of human Rin1-Abl protein interaction; inhibition, % at 7.35 µM; TR-FRET Rin1/Abl binding, biochemical; 0.4% of 360,000 active; in the data active = inhibition above about 5%, passing the limit was not always enough
Rpn11 block – blocks the human proteasome subunit Rpn11; human 26S proteasome, Ub4-pepOG fluorescence polarization; 20S core pre-blocked with epoxomicin; 0.59% of 360,000 active; O00487; calls only at 20 µM;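 active = inhibition at 20 µM, scaled to each plate's controls, above about 33%, limit read from the data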
Target sequence (O00487 whole entry, looked up): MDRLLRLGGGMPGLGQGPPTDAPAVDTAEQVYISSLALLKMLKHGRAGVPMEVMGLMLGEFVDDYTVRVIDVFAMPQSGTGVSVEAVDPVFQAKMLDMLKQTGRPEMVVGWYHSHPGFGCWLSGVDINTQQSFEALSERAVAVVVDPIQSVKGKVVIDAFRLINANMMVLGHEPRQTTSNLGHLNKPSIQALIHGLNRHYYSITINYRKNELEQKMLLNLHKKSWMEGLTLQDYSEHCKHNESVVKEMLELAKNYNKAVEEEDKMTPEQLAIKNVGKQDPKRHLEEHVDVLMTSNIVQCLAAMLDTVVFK
The depositor's hits bear a star; i = inactive; / = not tested or not shown.

SMILES	CSN inh	SKN-1 block	MT1-MMP act inh	NadD inh	MLLE-PAM2 inh	Neddylation inh	FAS-TE inh	Rin1-Abl PPI inh	Rpn11 block
C[Si](C)(C)n1ccnc1	0	12	0	0	-4	i	1	-2	i
O=C(CCNS(=O)(=O)c1ccc(Cl)cc1)N1CCN(Cc2ccccc2)CC1	3	6	1	-3	7	i	-8	1	i
Cc1ccc2c(c1)N=C(c1ccc(F)cc1)CO2	-8	1	5	-3	4	i	3	-1	i
Cc1cccc(NS(=O)(=O)Cc2ccccc2)n1	0	-11	1	-1	-9	/	-6	-2	i
O=C(Nc1nc(-c2ccccc2)cs1)c1ccc2c(c1)S(=O)(=O)c1ccccc1C2=O	7	0	2	35*	12	i	-6	0	i
O=C(NCc1nc2ccccc2[nH]1)c1cccc(S(=O)(=O)N2CCCC2)c1	1	-18	-2	4	-1	i	-5	2	i
CCn1c(SCC(=O)Nc2ccc(C)cc2)nnc1-c1ccccn1	-1	12	-1	-2	6	i	-1	-2	i
O=C(Cc1ccc(F)cc1)OCC(=O)c1cc2ccccc2o1	5	-7	-5	-6	-8	i	2	-4	i
C=CCc1cc(OC)ccc1OCCN1CC(C)OC(C)C1 (centres undefined)	0	10	0	-2	-13	i	-5	0	i
N#Cc1cc2[nH]c3ccccc3c2[n+](-c2ccc([N+](=O)[O-])cc2)c1N	-2	0	5	-7	3	i	-2	-8	i
CCC(=O)N1N=C(c2ccccc2)CC1c1ccccc1 (centres undefined)	4	1	-2	1	-6	i	4	1	i
COc1ccccc1N1CCN(Cc2ccc(O)c3ncccc23)CC1	-1	11	2	-8	25	i	16	18*	i
CCOC(=O)C1CCN(CC(=O)c2ccc(O)c(C)c2O)CC1	-1	23	-3	-2	-9	i	-8	6	i
Cc1ccc2nc(C)c(C(=O)NN=C3CCCCCC3)n2c1	3	9	5	2	-7	i	-10	4	i
CC(CCc1ccccc1)NC(=O)c1cccs1 (centres undefined)	0	-3	15	2	-4	i	-6	3	i
CC1CCN(S(=O)(=O)c2ccc3c(c2)CC(C)N3C(=O)C2CCC2)CC1 (centres undefined)	2	18	-2	-7	13	i	16	1	i
COc1ccc(NS(=O)(=O)c2c(C)[nH]c(=O)[nH]c2=O)cc1OC	0	9	1	-3	2	i	-4	0	i
COC(=O)c1c(C)[nH]c(C(=O)OCC(=O)NCC(C)C)c1C	0	3	6	1	-10	i	-8	1	i
O=C(c1ccco1)N1CCN(c2nnc(-c3ccccc3)c3ccccc23)CC1	1	1	-2	-1	-5	i	-8	-1	i
CCOC(=O)CC/C(=N\NC(N)=O)c1ccc(OC)c(Cl)c1	-6	7	1	-3	3	i	-7	1	i

Rewritten with values under each structure: part of the list above
Each structure is followed by: CSN inh	SKN-1 block	MT1-MMP act inh	NadD inh	MLLE-PAM2 inh	Neddylation inh	FAS-TE inh	Rin1-Abl PPI inh	Rpn11 block
- Cc1ccc2nc(C)c(C(=O)NN=C3CCCCCC3)n2c1
→ 3	9	5	2	-7	i	-10	4	i
- CC(CCc1ccccc1)NC(=O)c1cccs1 (centres undefined)
→ 0	-3	15	2	-4	i	-6	3	i

Additional entries.
SMILES	CSN inh	SKN-1 block	MT1-MMP act inh	NadD inh	MLLE-PAM2 inh	Neddylation inh	FAS-TE inh	Rin1-Abl PPI inh	Rpn11 block
Cc1c(C(=O)O)sc2nc(/C=C/c3ccccc3OC(F)F)[nH]c(=O)c12	3	4	1	-3	5	/	1	-1	i
COC(=O)c1cc(Br)c(=O)n(CCN2CCOCC2)c1	3	1	-2	7	11	i	-1	1	i
O=CN1CCN(C(=O)c2ccccc2F)CC1	1	-2	8	6	-6	i	-3	1	i
CC(c1ccon1)N(C)C(=O)c1cccc(OC2CCN(S(C)(=O)=O)CC2)c1 (centres undefined)	-1	15	4	2	-4	i	-10	0	i
COc1ccc2c(c1)C(=O)Cc1ccccc1O2	10	33	1	-1	4	i	2	-1	i
O=C(NC(=S)Nc1ccccc1Br)C1CCCCC1	-3	15	2	-1	12	i	20	-2	i
Cc1ccc(N2CCN(/N=C/C(Cl)=C/c3ccccc3)CC2)cc1	3	6	-2	3	-22	i	3	5	i
NC(=O)c1ccc(NC(=O)C#Cc2ccccc2)cc1	4	12	5	0	-2	i	-4	-2	i
C=C(C)c1cccc(C(C)(C)NC(=O)N2CCC(C(N)=O)CC2)c1	-10	11	1	1	-5	i	-5	-3	i
COc1cccc(C(=O)/C=C/Nc2ccc(S(=O)(=O)Nc3onc(C)c3C)cc2)c1	-9	16	4	-2	9	i	-14	-1	i
Cc1ccc(C(=O)NCC(=O)OCC(=O)Nc2cc(S(=O)(=O)N3CCOCC3)ccc2Cl)s1	2	18	1	-6	2	i	-7	2	i
CC(C)(C)c1ccc(C(=O)N2CCC2(C)C(=O)Nc2cccc3ccccc23)cc1 (centres undefined)	3	24	-6	-3	-5	i	26	1	i
CCOc1ccccc1NC(=O)c1ccc2c(c1)C(=O)N(C(C)(C)C)C2=O	1	10	3	-7	15	i	18	0	i
Cc1cc(NC(=O)Nc2cccc(Cl)c2)n(C(C)(C)C)n1	-4	15	3	1	5	i	0	1	i
COC(=O)CCNC(=O)Cc1c(C)n(C(=O)c2ccc(Cl)cc2)c2ccc(OC)cc12	8	-4	-2	0	-45	i	1	2	i
CCO[C@H]1OC(C(=O)NCc2ccccc2)=C[C@@H](C2CC2)[C@@H]1CCCO	-2	4	1	-10	0	i	-4	2	i
CCc1nc2c(OCc3c(C)noc3C)cccn2c1N(C)C(=O)c1ccccc1F	4	15	1	-1	-13	i	-7	0	i
COc1cccc(N2CCN(CC(=O)Nc3nc(C)c(C(=O)N(C)C)s3)CC2)c1	1	15	4	-2	-5	i	-5	-4	i
O=S(=O)(NN=C1CCCCC1)c1ccccc1	0	5	4	-2	-4	i	-3	1	i
CCCSc1nnc(N2C(=O)CC(c3ccsc3)C3=C2CCCC3=O)s1 (centres undefined)	3	-4	1	-2	4	i	-10	-3	i

Rewritten in CSV form: 16 of the compounds above
Compound,CSN inh,SKN-1 block,MT1-MMP act inh,NadD inh,MLLE-PAM2 inh,Neddylation inh,FAS-TE inh,Rin1-Abl PPI inh,Rpn11 block
COC(=O)c1cc(Br)c(=O)n(CCN2CCOCC2)c1,3,1,-2,7,11,i,-1,1,i
O=CN1CCN(C(=O)c2ccccc2F)CC1,1,-2,8,6,-6,i,-3,1,i
CC(c1ccon1)N(C)C(=O)c1cccc(OC2CCN(S(C)(=O)=O)CC2)c1 (centres undefined),-1,15,4,2,-4,i,-10,0,i
COc1ccc2c(c1)C(=O)Cc1ccccc1O2,10,33,1,-1,4,i,2,-1,i
O=C(NC(=S)Nc1ccccc1Br)C1CCCCC1,-3,15,2,-1,12,i,20,-2,i
Cc1ccc(N2CCN(/N=C/C(Cl)=C/c3ccccc3)CC2)cc1,3,6,-2,3,-22,i,3,5,i
NC(=O)c1ccc(NC(=O)C#Cc2ccccc2)cc1,4,12,5,0,-2,i,-4,-2,i
C=C(C)c1cccc(C(C)(C)NC(=O)N2CCC(C(N)=O)CC2)c1,-10,11,1,1,-5,i,-5,-3,i
COc1cccc(C(=O)/C=C/Nc2ccc(S(=O)(=O)Nc3onc(C)c3C)cc2)c1,-9,16,4,-2,9,i,-14,-1,i
Cc1ccc(C(=O)NCC(=O)OCC(=O)Nc2cc(S(=O)(=O)N3CCOCC3)ccc2Cl)s1,2,18,1,-6,2,i,-7,2,i
CC(C)(C)c1ccc(C(=O)N2CCC2(C)C(=O)Nc2cccc3ccccc23)cc1 (centres undefined),3,24,-6,-3,-5,i,26,1,i
CCOc1ccccc1NC(=O)c1ccc2c(c1)C(=O)N(C(C)(C)C)C2=O,1,10,3,-7,15,i,18,0,i
Cc1cc(NC(=O)Nc2cccc(Cl)c2)n(C(C)(C)C)n1,-4,15,3,1,5,i,0,1,i
COC(=O)CCNC(=O)Cc1c(C)n(C(=O)c2ccc(Cl)cc2)c2ccc(OC)cc12,8,-4,-2,0,-45,i,1,2,i
CCO[C@H]1OC(C(=O)NCc2ccccc2)=C[C@@H](C2CC2)[C@@H]1CCCO,-2,4,1,-10,0,i,-4,2,i
CCc1nc2c(OCc3c(C)noc3C)cccn2c1N(C)C(=O)c1ccccc1F,4,15,1,-1,-13,i,-7,0,i

(more compounds)
SMILES	CSN inh	SKN-1 block	MT1-MMP act inh	NadD inh	MLLE-PAM2 inh	Neddylation inh	FAS-TE inh	Rin1-Abl PPI inh	Rpn11 block
CCCOC(=O)C1=C(C)NC2=C(C(=O)C(C(=O)OC)C(C)C2)C1c1ccc(N(C)C)cc1 (centres undefined)	4	-12	-7	2	-10	/	0	0	i
Cc1cc2c(cc1S(=O)(=O)CCC(=O)NCc1ccccc1)OCC(=O)N2	4	-4	-1	7	3	i	-8	-4	i
O=C(COC(=O)c1ccccc1NC(=O)c1ccco1)Nc1ncc(Cl)cc1Cl	-5	12	-4	7	-16	i	5	2	i
COC(=O)c1ccc2nc(Nc3nc4ccc(F)cc4s3)sc2c1	-11	4	-5	1	-2	i	-2	0	i
COc1ccccc1NC(=O)c1cc(OC)c(OC)cc1[N+](=O)[O-]	-2	-2	-4	-3	-4	i	-2	-1	i
O=C(O)CCc1ccc(-c2ccc(F)cc2)n1CC(=O)O	4	9	-5	1	27	i	-6	4	i
Cc1cc(=S)n(-c2ccccc2)n1C	7	0	-2	1	-80	i	-2	2	i
COc1ccc(C(=O)C2CCCN(Cc3cccn3-c3ccccn3)C2)c(OC)c1 (centres undefined)	-11	-2	-7	2	0	i	-1	0	i
CC(=O)/C(=C/N(C)C)Sc1ccc(C)cc1	2	2	5	-6	20	i	-4	1	i
O=C(Nc1ccc(-c2nnc3n2CCCCC3)cc1)c1ccco1	-7	7	-1	-1	2	i	-7	6	i
COC(=O)CCCC(=O)NC1CC(C)(C)Cc2c1cnn2-c1ccc(C)cc1 (centres undefined)	3	-3	-1	0	8	i	-4	2	i
Cc1nc(-c2cccnc2)sc1C(=O)Nc1ccc(C(F)(F)F)cc1	1	7	5	-1	8	i	18	3	i
CN(CCc1ccccn1)C(=O)Nc1ccc(F)cc1	-7	-22	1	-4	2	i	-3	0	i
O=C(Cn1cnc2ccc(Br)cc2c1=O)c1cccs1	-1	10	-2	17	6	i	-27	2	i
CCc1nc2ccc(C(=O)Nc3cccc(OC)c3)cn2c1N(CC)CCOC	1	18	-5	-1	-10	i	-2	3	i
CC(Oc1ccc(/C=N/NC(=O)Cc2cccc3ccccc23)cc1)C(=O)O (centres undefined)	3	4	0	-5	-13	i	-5	-5	i
CC1(C)Cc2cccc(OCC(=O)N3CCN(c4ccccc4F)CC3)c2O1	-4	-7	3	-2	8	i	3	0	i
CCOP(=O)(OCC)C(Cc1ccccc1)N=C(c1ccccc1)c1ccccc1 (centres undefined)	2	-8	-9	0	0	i	23	1	i
O=C(NCc1cc([N+](=O)[O-])ccc1O)c1cccnc1Sc1ccccc1Cl	3	6	5	0	15	i	-3	4	i
CCN(C(=O)CSc1nc2ccccc2o1)c1c(N)n(Cc2ccccc2)c(=O)[nH]c1=O	-9	-6	-5	-2	6	i	-3	0	i
CCCCCCCc1c(C)nc(N2CCOCC2)[nH]c1=O	5	2	-3	-5	-9	i	0	1	i
Cc1cccc(-c2noc(-c3ccoc3C)n2)c1	0	1	0	-3	-3	i	15	-2	i
